# Screening results as filed in PubChem BioAssay.
# Measles CPE – protection of cells from measles virus | Measles virus-infected cells, CPE protection, absorbance | protection (pct of control), % at 4 µM | hit rate 1.5% among 140,000 | AID 841; in the data active = protection mostly above about 24%, no sharp cut-off; inactive = mostly below about 26%; also: some compounds called inactive have numbers as strong as hits
# HCT116 PTEN-null – suppresses growth of cells with PTEN deletion | HCT116 PTEN-null viability, CellTiter-Glo, 60 h; stronger effect = lower value | viability, % at 10 µM | hit rate 1.2% among 140,000;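 active = viability at or below a set limit, 4 SD under the median of all tested compounds, cut at about 3.7% in these data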;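 also: PTEN knockout HCT116 line with beta catenin targeted HCT116 as companion control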
# bCat KO growth – beta-catenin-lacking colon tumor cell growth suppression. HCT116 beta-catenin knockout viability, CellTiter-Glo, 60 h; stronger effect = lower value. viability, % at 10 µM. hit rate 1.5% among 140,000;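 active = viability at or under a set limit, the compound median less 4 SD, cut at about 6% in these data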;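 also: 0% = Hyamine 1622 control at 20 µM and 100% = untreated cell control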
# GALR2 antag – blocks the human galanin receptor 2. O43603. GALR2-expressing cells, antagonist mode. inhibition, % at 4 µM. hit rate 0.39% among 140,000. AID 828; in the data active = inhibition above about 27%;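 also: cells stimulated with galanin 1-16 at roughly its EC80; 0% = agonist challenge control and 100% = basal control without agonist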
# Target sequence (O43603 whole entry, looked up): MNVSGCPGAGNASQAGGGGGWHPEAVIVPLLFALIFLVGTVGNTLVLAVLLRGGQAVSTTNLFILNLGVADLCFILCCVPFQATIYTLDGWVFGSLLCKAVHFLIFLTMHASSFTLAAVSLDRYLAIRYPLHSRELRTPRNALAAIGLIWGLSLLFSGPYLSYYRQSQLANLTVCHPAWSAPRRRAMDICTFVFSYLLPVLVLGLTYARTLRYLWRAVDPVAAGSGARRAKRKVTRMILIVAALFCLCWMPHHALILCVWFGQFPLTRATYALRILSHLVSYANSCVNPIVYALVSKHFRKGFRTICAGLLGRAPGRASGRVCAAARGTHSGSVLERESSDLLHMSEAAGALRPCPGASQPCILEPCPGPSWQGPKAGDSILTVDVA
# Yeast lifespan up – yeast lifespan extension; inhibition of the nicotinamide effect, % at 10 µM; AID 775; S. cerevisiae growth with nicotinamide, OD615; deaD strain in restrictive glucose medium; hit rate 0.68% among 130,000;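 active = inhibition above a set limit, placed 3 SD over the median of all compounds, cut at about 26% in these data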;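 also: 0% = nicotinamide-treated wells and 100% = cells grown without nicotinamide; some compounds called inactive have numbers as strong as hits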
#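 Measured by: optical density (absorbance) at 615 nm; System: modified budding yeast, DeaD strain; Medium: restrictive CSMM-D dextrose medium; Timing: 4 h preincubation then 48 h treatment at 30 °C.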
# NPY Y2 blocker – NPY-Y2 (human) receptor antagonism. P49146. NPY-Y2 expressing cells, antagonist mode. inhibition, % at 2.7 µM. hit rate 0.99% among 140,000; in the data active = inhibition above about 17%;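 also: 0% = vehicle with agonist challenge and 100% = reference antagonist with challenge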
# Target sequence (P49146 whole entry, looked up): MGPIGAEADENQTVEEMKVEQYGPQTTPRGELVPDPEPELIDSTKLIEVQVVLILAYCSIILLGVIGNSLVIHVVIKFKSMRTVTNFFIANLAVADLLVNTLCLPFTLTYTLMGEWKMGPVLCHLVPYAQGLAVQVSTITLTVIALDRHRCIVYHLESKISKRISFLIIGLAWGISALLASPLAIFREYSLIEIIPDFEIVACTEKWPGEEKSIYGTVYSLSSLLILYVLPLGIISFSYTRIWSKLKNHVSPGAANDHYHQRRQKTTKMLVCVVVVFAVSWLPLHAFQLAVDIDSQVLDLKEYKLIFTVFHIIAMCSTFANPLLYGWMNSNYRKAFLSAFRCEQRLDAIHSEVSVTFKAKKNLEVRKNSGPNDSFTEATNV
# Phagocytosis inh – macrophage phagocytosis inhibition | J774A.1 macrophage IgG-bead phagocytosis, imaging | inhibition, % at 5 µM | hit rate 0.07% among 110,000 | AID 1029;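 active = inhibition above the mean of the plate negative controls plus 5 SD, cut at about 13% in these data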;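 also: phagocytic index as fraction of beads internalized from green versus red external bead signal; plate controls were DMSO negative control for no effect and cytochalasin-D positive control for full effect; some results beyond the cut were filed as inactive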
# E-sel TNF inh – blocks E-selectin expression induced by TNF alpha; AID 1246; hit rate 0.71% among 120,000; HUVEC TNFa-induced E-selectin immunofluorescence, high content; inhibition, % at 2 µM;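 active = inhibition above the batch mean plus 3 SD, and confirmed as a hit on visual image review, cut at about 43% in these data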;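 also: 0% = TNF-stimulated DMSO wells and 100% = unstimulated control wells; not every result past the cut was called active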
# BB579 growth dn – reduces growth of yeast BB579 in restrictive medium; inhibition, % at 10 µM; S. cerevisiae BB579 growth, OD615, 48 h; hit rate 0.51% among 140,000;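 active = inhibition above a set limit, 3 SD over the mean compound inhibition, cut at about 44% in these data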; also: inactives centre near -24
#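 System: Saccharomyces cerevisiae DeaD strain BB579, replicative lifespan model yeast. Buffer or medium: restrictive glucose-based CSMM-D medium. Doses: one dose, 10 µM compound with 0.25% DMSO. Timing: 4 h preincubation and 48 h exposure at 30 °C. Detection: turbidity as optical density at 615 nm. Benchmarks: amphotericin B 10 µg/mL, positive.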
# MRP1 act – MRP-1 activation; H69AR cells + doxorubicin, viability rescue, CellTiter-Glo; viability increase, % at 10 µM; hit rate 0.61% among 140,000;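 active = viability gain under doxorubicin at or above a set limit, the compound median plus 3 SD, cut at about 4.7% in these data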;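 also: MRP-1 overexpressing cells given doxorubicin 25 µM after compound pretreatment; 18-22 h compound pretreatment then 72 h with doxorubicin before readout; 0% = doxorubicin-only wells and 100% = vehicle-treated cells without doxorubicin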
# * = called active by the depositor; / = no result given; & = joins results of further samples. Outcome played no part in choosing rows; overall some 6.1% were active at least once.
SMILES,Measles CPE,HCT116 PTEN-null,bCat KO growth,GALR2 antag,Yeast lifespan up,NPY Y2 blocker,Phagocytosis inh,E-sel TNF inh,BB579 growth dn,MRP1 act
CCC(C)NC(=O)CSc1nnc(-c2ccncc2)n1-c1ccc(OC)cc1 (stereo unspecified),12,89,96,8,-11,11,0,/,3,-3.5
O=C(Cc1ccc(-n2cccc2)cc1)N1CCc2ccccc21,22,108,91,4,3,3,0,/,-61,-0.6
CCCCC(=O)N/N=C(\C)CC(=O)Nc1cc(Cl)ccc1OC,31,96,102,-13,-21,5,/,-13,-49,-2.4
C/C(=N\NC(=S)Nc1cccc(C)c1)c1ccccc1,15,82,98,4,-15,2,-5,-5,-21,-3.1
CN(c1ccc(C(=O)NCCSC(C)(C)C)cc1)S(C)(=O)=O,14,102,96,-5,-8,6,-2,-3,-20,-0.5
COc1ccc(CNC(=O)C2COc3ccccc3O2)cc1 (stereo unspecified),11,95,90,-3,-5,2,/,-11,-13,-2.0
Cc1ccc(C(=O)Oc2cccc(NC(=O)c3ccco3)c2)cc1S(=O)(=O)N1CCC(C)CC1,10,98,97,-7,-9,14,0,0,-85,-1.5
COC(=O)CN(C)C1CC(=O)N(c2ccc(Cl)cc2)C1=O (stereo unspecified),9,95,98,-6,-6,-3,5,-7,-5,-0.3
CCn1c(COc2ccccc2C)nnc1SCC(=O)CC(=O)Nc1ccccc1OC,2,89,89,-6,-15,4,-2,-29,-15,-1.5
O=C1/C(=C/c2ccc(O)cc2)CCc2ccc([N+](=O)[O-])cc21,3,82,75,11,1,2,-1,19,-36,-3.9
CC(=O)N1CCN(CCN=CC2=C(O)CC(c3ccco3)CC2=O)CC1 (stereo unspecified),6,86,89,7,12,4,0,-13,-31,-0.6
O=C(Cc1ccccc1)NCC(=O)N1CCCCCC1,22,96,85,7,-10,0,0,2,-30,-0.9
COc1ccc(CCNC(=O)CSc2nnnn2-c2ccccc2OC)cc1OC,12,89,97,9,-7,5,0,/,10,-1.8
COC(=O)c1[nH]c(C)c(/C(O)=C2\C(=O)C(=O)N(CCCN3CCOCC3)C2c2ccccn2)c1C (stereo unspecified),4,108,101,-3,-2,-1,0,-2,-52,-0.8
CCNc1nc(NC(C)C)nc(N(C#N)CCOc2ccccc2)n1,3,76&82,82,-2,-18,3,3,24,-10,-1.3
Cc1ccc(CC(=O)N2CCN(c3ccccn3)CC2)cc1,7,92,98,-2,-7,1,-2,-4,-25,-0.1
COc1cccc(C(=O)NNC(=O)c2ccccc2Br)c1,4,92,100,-5,-1,5,/,25,-8,-2.2
CN(Cc1ccccc1)C(=O)C1CCN(S(=O)(=O)c2cc([N+](=O)[O-])ccc2Cl)CC1,21,69,65,-12,1,0,-13,-14,-25,-4.5
COc1cccc(NC(=O)N(CCCN2CCOCC2)C(C)c2cc3cccc(OC)c3o2)c1 (stereo unspecified),2,79,77,-1,-1,3,0,-23,-32,-4.1
Cc1noc(C)c1COc1ccc(C(=O)OCc2nnc(-c3ccc(Cl)cc3)o2)cc1,5,98,104,-3,-6,3,0,/,-71,0.1
O=C(c1ccc(-c2ccc([N+](=O)[O-])cc2)o1)N1CCCCC1,7,11,12,0,-6,1,-2,/,-2,-4.4
Cc1cc(O)ccc1N/C=C1\CCCC1=O,9,98,91,-3,-5,3,/,12,5,2.6
Cc1ccc(SCc2nc3ccccc3n2CC(=O)Nc2ccccc2)cc1,18,54,57,5,12,8,/,-39,-36,-2.8
COc1cc(OC)nc(NC(C)=O)n1,5,90,76,3,-14,-1,0,-19,-27,-1.1
CC1=C(C)CC(C(=O)NNC(=O)c2ccccc2)C(C(=O)O)C1 (stereo unspecified),6,95,100,10,-7,2,/,-13,-31,-0.5
Cc1ccc2cccnc2c1NC(=S)NC(=O)c1ccccc1,12,62,47,11,-16,-1,-2,/,-58,-4.4
Cc1cccc2cc3c(N)c(C(=O)N4CCOCC4)sc3nc12,13,16,13,15,-24,0,/,-15,-11,-4.4
CCN(CC)CCCN1C(=O)c2oc3ccccc3c(=O)c2C1c1cccc(OC)c1OC (stereo unspecified),3,84,79,-6,-6,19*,-2,/,-13,-2.9
COc1ccccc1C(=O)Nc1ccc(S(=O)(=O)Nc2cc(C)nc(C)n2)cc1,10,103,98,-1,-9,4,-1,9,-24,1.9
Cc1cccc(N(C(=O)c2ccc(Cl)cc2)C2CS(=O)(=O)CC2OC(=O)c2ccc(Cl)cc2)c1 (stereo unspecified),5,68,75,-4,-2,1,-4,20,-23,-3.0

# Among those listed so far, these contain a nitro group on carbon.
SMILES,Measles CPE,HCT116 PTEN-null,bCat KO growth,GALR2 antag,Yeast lifespan up,NPY Y2 blocker,Phagocytosis inh,E-sel TNF inh,BB579 growth dn,MRP1 act
O=C1/C(=C/c2ccc(O)cc2)CCc2ccc([N+](=O)[O-])cc21,3,82,75,11,1,2,-1,19,-36,-3.9
CN(Cc1ccccc1)C(=O)C1CCN(S(=O)(=O)c2cc([N+](=O)[O-])ccc2Cl)CC1,21,69,65,-12,1,0,-13,-14,-25,-4.5
O=C(c1ccc(-c2ccc([N+](=O)[O-])cc2)o1)N1CCCCC1,7,11,12,0,-6,1,-2,/,-2,-4.4

# Going on with the list:
SMILES,Measles CPE,HCT116 PTEN-null,bCat KO growth,GALR2 antag,Yeast lifespan up,NPY Y2 blocker,Phagocytosis inh,E-sel TNF inh,BB579 growth dn,MRP1 act
Cc1ccc(C=Nc2ccccc2C(N)=O)s1,0,14,16,-2,-9,-1,1,-5,1,-2.2
Cc1cccc(N2CCN(S(=O)(=O)c3ccc4c(c3)CCN4C(=O)CCC(=O)O)CC2C)c1 (stereo unspecified),7,94,99,4,-1,0,0,/,-15,0.5
CC1CCCC(C)N1C(=O)c1cc2ncc(CCCl)cn2n1 (stereo unspecified),6,101,99,5,2,3,-2,-7,-24,-1.1
CCN1C(=O)[C@H]2[C@H]3[C@H](O)[C@H](O)C/C(=N\OC[C@@H](C)[C@H](OCc4ccccc4)C(C)C)[C@@H]3CC[C@H]2C1=O,11,91,89,-5,2,-1,/,-26,-16,-2.6
COC(=O)C1=C(O)CSC1=Nc1ccccc1,23,97,91,-4,-7,1,1,29,-28,-2.9
CN1C=CC2=C(C#N)C(N)C(C#N)(C#N)C(c3ccccc3)C2C1 (stereo unspecified),3,89,84,-8,-7,2,-1,-6,-15,-3.5
CCOC(=O)c1c(NC(=O)CS(=O)(=O)c2cn(CC)c3ccccc23)sc2c1CCCC2,6,84,93,-6,5,4,/,6,0,-0.4
COc1ccc(S(=O)(=O)n2nc(OC(=O)c3ccco3)cc2N)cc1,8,105,102,-5,38,-1,/,23,-27,0.9
CC1CCN(C(=O)c2ccc(N(C)S(C)(=O)=O)cc2)CC1,7,109,109,5,-12,0,0,-15,-62,0.2
CCOC(=O)CSc1nnc(-c2ccoc2C)n1-c1ccc(OCC)cc1,3,88,91,3,-8,3,0,-13,7,-0.2
CCOC(=O)c1c(C)n(C)c2ccc(O)c(CN(C)C)c12,5,72,69,18,-7,5,0,8,-6,-0.5
CCN(CC)c1ccc(NC(=O)c2ccccc2)cc1S(=O)(=O)Nc1ccccc1OC,45*,72,70,6,-2,4,-4,/,-10,-3.1
N#Cc1cc(Oc2ccccc2)c(-n2nnc3ccccc32)cc1C#N,9,76,84,7,/,-1,/,-27,-41,-4.0
COc1ccccc1-n1c(C)cc(SC)c(C(C)=O)c1=S,7,95,105,-11,-9,-1,0,9,-25,0.2
O=C(NCCCc1ccccc1)C1CC(=O)N(c2ccc3c(c2)OCCO3)C1 (stereo unspecified),27,101,99,-9,-4,3,/,27,-34,-1.8
CCN(c1ccccc1)c1cc(C)nc2nc(C)nn12,38,96,87,13,1,3,/,-12,-5,-2.9
CCC(C)NC(=O)CS(=O)Cc1nc(-c2cccc(C)c2)oc1C (stereo unspecified),2,99,101,3,-8,1,3,1,-46,-0.5
CCOC(=O)COc1cccc2c(=O)n(CC(=O)NCCc3ccc(OC)c(OC)c3)ccc12,9,97,90,3,0,1,/,-13,-13,-1.8
CCn1c(=O)c(C(=O)CN2CCN(S(=O)(=O)c3ccc(C)cc3C)CC2)c(N)n(Cc2ccccc2)c1=O,11,41,39,2,3,2,-3,/,-23,-3.4
COCc1n[nH]c(=S)n1-c1ccccc1,9,84,91,-8,-5,0,-2,-17,-51,0.9
CC12CCC(C(=O)Nc3cc(Cl)ccc3Cl)(C(Br)C1=O)C2(C)C (stereo unspecified),10,88,91,-3,12,3,-1,/,-6,-0.3
COc1cccc(NC(=O)c2cnsn2)c1,5,98,90,-1,-8,3,0,-15,-12,-1.4
Cc1cc(C)c(NC(=S)N2CCC(N(C)CC3CCCO3)CC2)c(C)c1 (stereo unspecified),7,89,92,-3,-4,-1,/,-6,-6,-1.9
Cc1ccccc1CN1C(=O)C2(OCCCO2)c2ccccc21,2,54,68,-2,-11,3,2,-5,3,-2.3
N#Cc1c(N)sc2c1CCCCCC2,6,114,114,7,-13,2,0,-29,-3,-0.1
O=C(Nc1cccc(C(F)(F)F)c1)c1cccnc1N1CCN(c2ccccc2)CC1,10,56,58,13,-8,7,0,10,-70,0.7
C=C(C)COc1ccc(-c2nc(N)ncc2Oc2ccccc2OC)c(O)c1,3,79,87,-1,-1,-2,-1,12,-23,0.3
O=C(Nc1ccccn1)C1(c2ccccc2)CCCC1,5,87,86,-18,-7,3,-4,2,-11,-1.8
CCOC12NC(=O)CC(=O)N1C(c1ccccc1)=CS2 (stereo unspecified),2,104,98,12,-10,4,0,-18,-23,4.1
COC(=O)/C(=C/Nc1cccc2ccccc12)[N+](=O)[O-],16,87,90,-1,-3,0,0,16,-15,-2.3
C=CCn1c(SCC(=O)c2[nH]c(C)c(C(=O)OCC)c2C)nc2scc(-c3ccc(OC)c(OC)c3)c2c1=O,0,0.8*,1.0*,-3,7,3,-6,/,-37,-5.5
COc1cc(OC)c(C(=O)OC(C)C(=O)Nc2cccc(C(F)(F)F)c2)cc1OC (stereo unspecified),28,88,86,18,-5,4,1,-12,-33,-1.2
Cc1ccc(S(=O)(=O)c2cc3c(=O)n4ccccc4nc3n(C)c2=N)cc1,14,99,95,-1,-8,1,-5,/,-37,-1.6
CC(=O)NC(CCCN1C(=O)c2ccccc2C1=O)c1nnn(C)n1 (stereo unspecified),3,94,100,-7,7,2,-5,50,-57,0.3
COc1ccc(NC(=O)C(c2ccc(C)cc2)N(C)C(=O)c2cnccn2)cc1 (stereo unspecified),6,94,96,-1,-4,1,-2,-31,-27,-0.4
COc1cccc(OC)c1OCCOCCn1cnc2ccccc2c1=O,9,102,88,6,-29,0,8,-25,-24,-3.4
CCOC(=O)c1c(C)[nH]sc1=S,16,88,98,6,-12,2,-4,/,-23,-1.0
COc1ccc2nc(SCC(=O)Nc3ccccc3C)[nH]c2c1,12,102,98,14,-21,1,-1,-4,-3,0.6
CCCCn1nc2cc(C(=O)NCC3CC3)ccc2c1OCC,15,96,109,0,-18,2,/,-20,-43,-3.2
O=C(NCC1CCCO1)C1CCN(S(=O)(=O)c2cccc3nonc23)CC1 (stereo unspecified),8,98,101,-1,-13,2,-1,13,-4,-3.1
